Screening results (PubChem)
PHOSPHO1 block = PubChem AID 1565. recombinant PHOSPHO1, absorbance phosphatase assay. inhibition, % at 13.3 µM. 290,000 compounds, 1.1% hits; in the data active = inhibition above about 60%
MEKK2 mut-MEK5 = MEK5 binding signal on mutant MEKK2 PB1, primary screen, biochemical, multiplex bead flow cytometry, Alexa488-MEK5; 290,000 compounds, 0.35% hits; AID 1530, 2009; Alexa488-MEK5 binding to MEKK2 mutant; percent response, % at 10 µM; in the data active = percent response above about 24%, passing the limit was not always enough; also: inactives centre near 1; some results filed as inactive read as strong as hits; reference of the scale not given here
OXTR agonist = human OXTR agonists, primary screen, fluorescence, CHO-OTR cells, Fluo-8 calcium; Fluo-8 calcium fluorescence; normalized: DMSO 0%, oxytocin 100%; Oxytocin receptor (Homo sapiens), P30559; activation, % at 3 µM; 320,000 compounds, 0.32% hits; AID 2435, 2010;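 active = activation above the mean of all tested compounds plus 3 SD, cutoff set per screening run, cut at about 20% in these data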;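 also: peak over basal fluorescence ratio from a 100 s FLIPR kinetic read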
Target sequence (P30559 whole entry, looked up): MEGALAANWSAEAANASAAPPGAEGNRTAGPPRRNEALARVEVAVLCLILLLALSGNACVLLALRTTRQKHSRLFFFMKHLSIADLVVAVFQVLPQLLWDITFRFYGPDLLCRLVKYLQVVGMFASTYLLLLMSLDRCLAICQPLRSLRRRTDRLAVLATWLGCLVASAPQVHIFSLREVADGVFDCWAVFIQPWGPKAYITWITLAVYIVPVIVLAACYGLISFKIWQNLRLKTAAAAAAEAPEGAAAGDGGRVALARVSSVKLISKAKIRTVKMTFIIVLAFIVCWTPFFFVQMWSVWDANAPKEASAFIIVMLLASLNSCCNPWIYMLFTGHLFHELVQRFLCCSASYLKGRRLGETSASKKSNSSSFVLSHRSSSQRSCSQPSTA
GalR3 antag = GalR3 antagonists in HEK293 cells, primary screen, cell-based, fluorescence readout; Galanin receptor type 3 (Homo sapiens), O60755; HEK293 GalR3-CNG cAMP membrane potential fluorescence; galR3 body fused to GalR1 C-terminus; inhibition, % at 3 µM; 360,000 compounds, 0.44% hits; AID 651719, 2012;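 active = inhibition above the screen-wide average plus 3 SD, cut at about 13% in these data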;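 also: forskolin and galanin both at EC90 stimulate the cells; cAMP rise reported by CNG channel membrane potential dye signal; 0% = forskolin plus galanin with DMSO and 100% = forskolin alone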
GPR7 antagonist = GPR7 receptor antagonists, primary screen, cell-based, fluorescence, single concentration. Neuropeptides B/W receptor type 1 (Homo sapiens), P48145. GPR7-expressing cells, fluorescence antagonist assay. inhibition, % at 4.4 µM. 290,000 compounds, 1.1% hits; in the data active = inhibition above about 16%, passing the limit was not always enough;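 also: cells stimulated with the agonist NPW; 0% = agonist with vehicle and 100% = vehicle without agonist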
NALP1 yeast inh = NALP1 inflammasome inhibitors in reconstituted yeast, colorimetric, S. cerevisiae, triplicate retest; S. cerevisiae NALP1/ASC/caspase-1 growth, X-gal OD620, 72 h; inhibition, % at 10 µM; 280,000 compounds, 0.61% hits; AID 2071, 2009; in the data active = inhibition mostly above about 24%, no sharp cut-off; inactive = mostly below about 32%; also: some compounds called inactive have numbers as strong as hits
V1R ag counter = agonists of human V1a receptor, primary screen, counter-screen for OXTR agonist project, fluorescence, CHO-V1R cells; AID 2797, 2010; Vasopressin V1a receptor (Homo sapiens), P37288; 320,000 compounds, 0.25% hits; Fluo-8 calcium fluorescence, agonist mode; 0% DMSO, 100% 3 nM vasopressin; activation, % at 3 µM;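 active = activation above the mean activation of all tested compounds plus 3 SD, per screening run, cut at about 20% in these data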;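 also: signal is peak over basal fluorescence ratio across a 100 second FLIPR read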
MEKK2 WT-MEK5 = modulators of MEK5 binding to wildtype MEKK2, primary screen, biochemical, multiplex bead flow cytometry, Alexa488-MEK5. 290,000 compounds, 1.1% hits. Alexa488-MEK5 binding to MEKK2 WT; actives lie on both sides. binding response (% of control), % at 10 µM. Mitogen-activated protein kinase kinase kinase 2 (Homo sapiens), Q9Y2U5; in the data active = binding response below about 67% or above about 130%
MEKK3 PB1 HTS = modulators of MEKK3-MEK5 PB1 binding, primary screen, biochemical, wildtype MEKK3, multiplex bead flow cytometry, Alexa488-MEK5. 290,000 compounds, 1.4% hits. AID 1529, 2009. bead-based flow cytometry, Alexa488-MEK5 binding to MEKK3; actives lie on both sides; 0 = blocked by unlabeled MEK5, 100 = vehicle. Mitogen-activated protein kinase kinase kinase 3 (Homo sapiens), Q99759. binding response (% of control), % at 10 µM;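 active = binding response more than 3 SD above or below the average of its plate-row segment, actives on both sides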;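 also: Alexa488 bead fluorescence after subtracting the streptavidin-only scavenger bead signal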
Target sequence (Q99759 whole entry, looked up): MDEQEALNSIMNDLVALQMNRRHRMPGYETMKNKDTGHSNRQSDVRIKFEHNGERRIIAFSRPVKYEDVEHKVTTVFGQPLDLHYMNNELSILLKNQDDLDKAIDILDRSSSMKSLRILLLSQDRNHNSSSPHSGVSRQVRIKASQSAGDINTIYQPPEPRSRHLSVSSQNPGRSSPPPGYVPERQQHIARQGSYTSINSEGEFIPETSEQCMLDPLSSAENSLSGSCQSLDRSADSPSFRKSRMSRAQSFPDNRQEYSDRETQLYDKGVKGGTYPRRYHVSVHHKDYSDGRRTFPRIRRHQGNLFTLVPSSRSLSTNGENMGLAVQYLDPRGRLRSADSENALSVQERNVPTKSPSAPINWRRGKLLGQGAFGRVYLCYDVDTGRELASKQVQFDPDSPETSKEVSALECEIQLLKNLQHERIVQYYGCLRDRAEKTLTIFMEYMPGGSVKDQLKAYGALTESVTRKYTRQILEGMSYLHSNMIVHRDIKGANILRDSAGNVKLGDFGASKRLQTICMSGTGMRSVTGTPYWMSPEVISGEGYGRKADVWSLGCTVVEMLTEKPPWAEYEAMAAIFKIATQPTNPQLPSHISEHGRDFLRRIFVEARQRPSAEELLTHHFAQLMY
Active calls of the source: *; nt = no result given; [ ] = remark or other dose.

Structure | PHOSPHO1 block | MEKK2 mut-MEK5 | OXTR agonist | GalR3 antag | GPR7 antagonist | NALP1 yeast inh | V1R ag counter | MEKK2 WT-MEK5 | MEKK3 PB1 HTS
CCCn1c(NC(=S)Nc2ccccc2)nc2ccccc21 | 0 | -2 | -1.8 | 3 | -7 | 18 | -1.4 | 94 | 101
Cc1ncc(S(=O)(=O)C(C)(C)C)c(N)n1 | 36 | -3 | 1.4 | -2 | -15 | -12 | 1.0 | 95 | 96
CCCC(=O)Nc1ccc(-c2cn3cccnc3n2)cc1 | 42 | 5 | 0.2 | -10 | -11 | -8 | -0.6 | 104 | 102
N#Cc1cnn(Cc2ccc(Cl)cc2)c1N | 18 | -7 | 0.3 | -5 | 4 | 34 | 0.7 | 91 | 89
C=CCc1cc(Cl)ccc1OCCCNCCO | 28 | -6 | 5.6 | -7 | 13 | -2 | 5.3 | 116 | 104
O=C(O)C1CCC(=O)N1C(=O)OCc1ccccc1 (configuration not stated) | 20 | 7 | 0.3 | -8 | -8 | 16 | -0.1 | 100 | 97
O=C(NNC(=O)c1ccccc1O)c1ccco1 | -10 | 6 | 0.3 | 4 | 1 | 16 | -0.5 | 105 | 102
CCOc1ccccc1/C=N/NC(=O)c1cccc(S(=O)(=O)N2CCOCC2)c1 | -21 | nt | -1.0 | 0 | -4 | 14 | 8.2 | nt | nt
CC1CCCCN1CC(O)COCCC12CC3CC(CC(C3)C1)C2 (configuration not stated) | -13 | -7 | 4.8 | -2 | 7 | 24 | 1.1 | 88 | 78
Cc1nn(CC(=O)Nc2ccc3c(c2)nc(CN2CCCCC2)n3C)c(=O)c2ccccc12 | -13 | 15 | 0.0 | 2 | -2 | 24 | 0.4 | 105 | 107
c1ccc(CSCc2cn3ccsc3n2)cc1 | -1 | 7 | -0.7 | -3 | 0 | 14 | 1.0 | 103 | 101
COC(=O)c1ccc(C2Nc3ccc(/C(C)=N/NC(=O)C(OC)c4ccccc4)cc3C3C=CCC32)cc1 (configuration not stated) | 24 | -7 | -1.4 | -1 | -9 | 11 | -0.5 | 84 | 84

Three entries from above, field by field.
> CCCn1c(NC(=S)Nc2ccccc2)nc2ccccc21
  PHOSPHO1 block: 0 | MEKK2 mut-MEK5: -2 | OXTR agonist: -1.8 | GalR3 antag: 3 | GPR7 antagonist: -7 | NALP1 yeast inh: 18 | V1R ag counter: -1.4 | MEKK2 WT-MEK5: 94 | MEKK3 PB1 HTS: 101

> Cc1nn(CC(=O)Nc2ccc3c(c2)nc(CN2CCCCC2)n3C)c(=O)c2ccccc12
  PHOSPHO1 block: -13 | MEKK2 mut-MEK5: 15 | OXTR agonist: 0.0 | GalR3 antag: 2 | GPR7 antagonist: -2 | NALP1 yeast inh: 24 | V1R ag counter: 0.4 | MEKK2 WT-MEK5: 105 | MEKK3 PB1 HTS: 107

> O=C(O)C1CCC(=O)N1C(=O)OCc1ccccc1 (configuration not stated)
  PHOSPHO1 block: 20 | MEKK2 mut-MEK5: 7 | OXTR agonist: 0.3 | GalR3 antag: -8 | GPR7 antagonist: -8 | NALP1 yeast inh: 16 | V1R ag counter: -0.1 | MEKK2 WT-MEK5: 100 | MEKK3 PB1 HTS: 97

The listing picks up, starting two compounds before the break.
Structure | PHOSPHO1 block | MEKK2 mut-MEK5 | OXTR agonist | GalR3 antag | GPR7 antagonist | NALP1 yeast inh | V1R ag counter | MEKK2 WT-MEK5 | MEKK3 PB1 HTS
c1ccc(CSCc2cn3ccsc3n2)cc1 | -1 | 7 | -0.7 | -3 | 0 | 14 | 1.0 | 103 | 101
COC(=O)c1ccc(C2Nc3ccc(/C(C)=N/NC(=O)C(OC)c4ccccc4)cc3C3C=CCC32)cc1 (configuration not stated) | 24 | -7 | -1.4 | -1 | -9 | 11 | -0.5 | 84 | 84
O=C(CCc1nnc(Cc2c[nH]c3ccccc23)o1)NC1CCCC1 | 41 | -5 | 2.1 | 0 | 0 | -6 | -0.6 | 100 | 99
CC(C)CC(=O)Nc1cccc(C(C)O)c1 (configuration not stated) | 0 | -2 | 0.0 | -3 | -11 | -3 | 0.2 | 98 | 103
CCN(CC)CCN(Cc1cc2cc3c(cc2[nH]c1=O)OCCO3)C(=S)NCCCN(C)C | 8 | 22 | -0.6 | -7 | -7 | 44* | 0.6 | 138* | 111
COc1cccc(CNCCc2c[nH]c3ccccc23)c1OCc1ccc(F)cc1 | 22 | 39* | 18 | -6 | 25* | 12 | 7.6 | 165* | 111
COC(=O)c1c(S(=O)(=O)N2CCOCC2)c(C)n(C)c1C | 0 | 5 | -0.7 | -2 | -12 | 10 | -0.8 | 107 | 101
CC1CCN(C(=O)Cn2c(=O)n(Cc3ccco3)c(=O)c3sccc32)CC1 | 12 | 3 | -1.3 | -7 | -8 | 2 | -0.1 | 97 | 98
Cc1cccc(CCNC(=O)CN(C)S(=O)(=O)c2cnc[nH]2)c1 | 3 | 0 | -0.5 | -3 | -4 | 16 | -0.7 | 98 | 98
CCOc1cc(N(CC)CC)ccc1/C=C(/C#N)c1nc2ccccc2[nH]1 | -18 | nt | 114* | -1 | 0 | 13 | 116* | nt | nt
CN1CCN(c2ccc(S(=O)(=O)N3CCCCC3)cc2[N+](=O)[O-])CC1 | 36 | -2 | 2.5 | -3 | -10 | 17 | 1.6 | 100 | 97
COc1ccc(Cl)cc1N1C(=N)SCC1=O | 12 | -7 | 0.7 | 0 | 12 | 0 | -0.5 | 93 | 99
COc1ccc(CC(=O)O/N=C(\N)c2ccccn2)cc1OC | 23 | -5 | nt | -1 | 24* | 0 | nt | 103 | 102
CCOc1cccc(N2C(=O)CC(N3CCN(c4nc5ccccc5s4)CC3)C2=O)c1 (configuration not stated) | -15 | -3 | 0.5 | -7 | 11 | 14 | 4.0 | 98 | 98
COc1ccc(C(C)NC(=O)c2ccncc2)cc1 (configuration not stated) | nt | 3 | 0.7 | -9 | -18 | 21 | 0.9 | 99 | 99
CC(=O)NCCC(=O)Nc1cc(S(=O)(=O)N2CCCCC2)ccc1Oc1cccc(C)c1 | -6 | -4 | nt | -2 | 9 | 0 | nt | 96 | 97
O=C(NNC(=O)c1ccc(O)cc1O)c1ccc(-c2ccccc2)cc1 | 47 | 18 | -0.9 | -7 | -5 | -8 | 0.3 | 105 | 106
C[N+](C)(C)C/C=C1/COCO1 | 90* | 27* | 1.7 | 20* | 3 | 5 | 0.4 | 120 | 117
CCC(C(=O)Nc1ccon1)c1ccccc1 (configuration not stated) | 52 | -6 | -1.0 | -5 | -12 | -5 | 0.7 | 96 | 96
Cc1cc(C)nc(NN2C(=O)/C(=C/c3ccccc3)SC2=S)n1 | -35 | 7 | -0.7 | -6 | -16 | 2 | -0.2 | 109 | 106
Cn1c2ccccc2c2nnc(SCC(=O)NCc3ccoc3)nc21 | 25 | 1 | 0.6 | -1 | -2 | 4 | 0.0 | 104 | 105
CCOCCCn1c(SCC(=O)Nc2cc(C(C)(C)C)nn2-c2ccccc2)nc2ccccc2c1=O | -1 | 0 | 0.0 | -2 | -5 | 8 | -0.1 | 102 | 101
COc1ccc(CCNC(=O)c2cccnc2)cc1 | 3 | 1 | 1.4 | -4 | -2 | -6 | 1.2 | 102 | 105
Cc1csc(NC(=O)C2CCCN(S(=O)(=O)c3cnc[nH]3)C2)n1 (configuration not stated) | -7 | 5 | 0.7 | 1 | -5 | 1 | 0.2 | 115 | 116
O=C(CNC(=O)c1ccco1)Nc1ccc(S(=O)(=O)N2CCCC2)cc1 | -7 | 0 | 0.1 | 0 | -5 | 6 | -0.3 | 102 | 102
O=C1c2cnc3nc(SCc4ccccc4)nn3c2CC2c3ccccc3CCN12 (configuration not stated) | 25 | -3 | 0.3 | -2 | -7 | -4 | -0.8 | 93 | 97
CN1CC(=O)N(CC(=O)N2N=C(c3ccc(Cl)cc3)CC2c2ccco2)C1=O (configuration not stated) | 30 | 7 | -0.9 | -6 | -2 | 17 | -0.1 | 105 | 101
Cc1c(/C=N/Nc2ccc(F)cc2)c(O)n(C)c(=O)c1C#N | -33 | -3 | 0.4 | -7 | 2 | -1 | 0.3 | 95 | 100
Cc1ccc(SCCN2CCN(Cc3ccccc3)CC2)cc1 | 51 | 3 | -2.2 | -8 | 20 | 29 | 0.1 | 112 | 104
COc1ccc(C(=O)NC(=S)NCc2ccco2)cc1 | -1 | -33 | -2.6 | -4 | -3 | nt | -0.1 | 82 | 73
O=C(c1ccc(NS(=O)(=O)c2ccccc2)cc1)N1CCCC1 | -8 | 7 | 1.6 | -2 | -11 | -3 | 2.4 | 101 | 104
COC(=O)C1=C(C)N(CCc2cc(OC)c(OC)c(OC)c2)C(=O)N[C@H]1c1ccccc1 | nt | 1 | 0.0 | -4 | nt | nt | 0.4 | 106 | 103
Oc1c(CN2CCOCC2)cc(COCc2ccccc2)c2cccnc12 | -6 | 11 | 0.7 | 0 | -6 | 10 | 0.8 | 95 | 104
O=C(NC1CCCC1)c1ccccc1OCc1ccccc1 | 6 | -3 | -2.5 | -3 | -10 | 5 | -1.8 | 84 | 63*[inhibitor]
CCN1CCN(C(=O)Cn2c(=O)sc3ccccc32)CC1 | -2 | 1 | 0.1 | 1 | nt | 1 | 0.7 | 100 | 101
Cc1ccc(CNC(=O)CN(C(=O)C2(C)CC(=O)N=C3C=CC=CN32)c2cc(C)ccc2C)cc1 (configuration not stated) | 2 | -4 | 1.1 | -7 | -12 | 5 | 0.0 | 93 | 99
COc1ccc(C(=O)Nc2nnc(C(F)(F)F)s2)cc1 | -10 | 4 | 7.8 | -2 | -4 | -12 | 9.3 | 110 | 109
COCC(C)NC(=O)Cc1ccc(F)cc1 (configuration not stated) | 0 | 0 | 0.2 | 0 | -5 | 11 | -0.4 | 101 | 101
O=C(CSc1nnc(NC(=O)c2ccccc2)s1)NC1CCCC1 | 12 | -1 | 18 | -10 | -1 | 10 | 0.5 | 96 | 98
CCc1ccc(/C=C2\SC(=S)N(CCC(=O)NCCCN3CCOCC3)C2=O)cc1 | 38 | 5 | 1.1 | -4 | 10 | 28 | 2.0 | 116 | 103

Compounds were not picked by outcome (roughly 5.4% active in at least one column).
